HIF act: HIF pathway transcriptional activation. activation, % at 7.5 µM (by protocol). U2OS HRE-luciferase reporter, luminescence; normalized: DMSO 0%, desferrioxamine 100%. 0.32% of 300,000 active;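 active = mean activation of at least 10% of the iron chelator positive control signal, with at least half of replicates also reaching 10%; inconclusive = mean and replicate majority disagree about reaching 10%; inactive = mean and most replicates under 10%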
KLF5 inhibitor: suppresses KLF5 promoter-driven expression | DLD-1 KLF5 promoter-luciferase reporter, luminescence | 0.23% of 290,000 active | inhibition, % at 5 µM | AID 1700;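 active = inhibition above a per-plate limit of that plate's mean compound inhibition plus 3 SD, cut at about 60% in these data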;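 note: 0% = DMSO wells and 100% = LY294002 at 200 µM; higher means less KLF5 promoter-driven luciferase light; inactives centre near -14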
IEC-6 tox: IEC-6 cytotoxicity, counter-screen for KLF5 inhibitors; inhibition, % at 5 µM; luminescence viability; 0.78% of 290,000 active; AID 1825; in the data active = inhibition above about 22%;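 note: 0% = plate median of test compound wells and 100% = cytotoxic reference compound wells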
Platelet DG rel: platelet dense granule release activity; human platelet-rich plasma, SFLLRN dense granule ATP release, luminescence; inhibition, %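 (compounds screened at 7.5 µM in platelet-rich plasma)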; 0.22% of 300,000 active; AID 1663;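 active = mean replicate score, as percent of positive control, at or above 50; inconclusive = mean below 50 but at least one replicate at or above 50; inactive = mean and every replicate below 50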
aSyn UTR inh: 5' untranslated region of α-synuclein, MLPCN primary screen | alpha-synuclein 5'UTR reporter, inhibitor activity | inhibition, % (tested at 7.5 µM) | 0.82% of 300,000 active; in the data active = inhibition above about 60%; inconclusive = no clear call, values can overlap the other calls;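 note: H4 neuroglioblastoma cells stably carrying SNCA 5'UTR luciferase fusion; 0% = DMSO wells and 100% = positive control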
HSF1 inh: HSF1 inhibition; 0.77% of 300,000 active; activity change, negative = inhibition, % at 7.5 µM (by protocol); AID 2098; NIH3T3-HGL HSE-luciferase, MG132-induced, luminescence 8 h; hits give low values;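 active = more than half of replicate wells show activity change below -50%, luminescence cut by over half; inconclusive = some wells, but at most half, below -50%; inactive = no replicate well below -50%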;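 note: luciferase reports HSF-1 transcriptional activity via heat shock element; 0% = median of DMSO wells and -100% = zero luminescence signal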
SKKanGAS inh: SKKanGAS growth inhibition. S. pyogenes SKKanGAS, kanamycin growth, BacTiter-Glo, 6 h. 1.3% of 300,000 active. AID 1662. inhibition, % at 7.5 µM;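 active = mean replicate score, as percent of positive control median, at least 50; inconclusive = mean below 50 but one replicate at or above 50; inactive = mean and every replicate below 50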;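 note: strain carries kanamycin resistance gene driven by streptokinase promoter and grows in 40 µg/ml kanamycin; loss of luminescence reflects streptokinase promoter inhibition or plain growth inhibition; 0% = median of DMSO wells and 100% = positive control at its reference dose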
HSF1 activator: increases HSF-1 driven luciferase reporter signal; activation, % at 9 µM; NIH3T3-HGL HSF-1 luciferase reporter, MG132, 8 h; 100% = twice DMSO control signal; AID 504408; 1.7% of 300,000 active;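 active = mean replicate activation of at least 50% with a set share of replicates each reaching 50%; inconclusive = only one of those two conditions met; inactive = mean below 50% and too few replicates reaching it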;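 note: 0% = median of the neutral control wells and 100% = twice that signal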
HSP90 inh: blocks HSP90-mediated luciferase refolding in reticulocyte lysate | AID 1789 | Rabbit reticulocyte lysate, luciferase refolding luminescence, 3 h | 0.91% of 290,000 active | inhibition, % at 5.6 µM;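 active = inhibition above the screen-wide mean plus 3 SD, computed separately per campaign, cut at about 16% in these data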;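 note: 0% = DMSO wells and 100% = 60 µM geldanamycin wells; inhibitors lower the luminescence because luciferase stays unfolded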
AI-2 QS modul: modulators of Vibrio harveyi AI-2 quorum sensing system. Vibrio harveyi JMH597 AI-2 luminescence/OD600 ratio, 9 h; hits give low values; strain lacks LuxN and CqsS sensors; 0 = neutral-control median. activity change, % at 7.5 µM. 0.4% of 300,000 active; in the data active = activity change below about -75%, passing the limit was not always enough; inconclusive = no clear call, values can overlap the other calls;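 note: luminescence divided by OD600 gain over 9 h not by final OD600 alone; inactives centre near 13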
Active calls of the source: *; ? = inconclusive; . = not tested or not shown. Not all compounds are listed, so the mix of outcomes need not match the whole.

Every second line gives: Platelet DG rel	SKKanGAS inh	AI-2 QS modul	KLF5 inhibitor	IEC-6 tox	HSF1 activator	aSyn UTR inh	HIF act	HSP90 inh	HSF1 inh
- C/C(Cl)=C/CC1(CN2CCCC2=O)C(=O)NC(=O)NC1=O
  -1	2	20	-32	-5	-6	2	0.0	-3	-3
- CN(C)P1(N(C)C)=NC(C(F)(F)F)=NC(C(F)(F)F)=N1
  -5	13	33	1	-5	-4	20	-0.4	-4	-8
- Cc1ccc(C2NC(=S)NC(c3ccc(C)cc3)C23C(=O)NC(=O)NC3=O)cc1 (stereo unspecified)
  6	-2	-9	-12	-4	15	8	-0.4	-2	1
- c1ccc(CCCN2CCN(CCOC(c3ccccc3)c3ccccc3)CC2)cc1
  5	-2	-6	.	.	6	1	-0.4	.	0
- CSc1ncc(/C=C2/C(=O)NC(=O)N(c3ccc(C)cc3)C2=O)cn1
  4	1	6	-15	-2	30	15	0.1	-3	-6
- N#CC1=C(N)Oc2c(c(=O)sc3ccccc23)C1c1cccnc1 (stereo unspecified)
  -2	0	3	-14	-2	2	5	1.9	-6	-3
- CCn1ccnc1CN1CCCC(C(=O)c2ccc(OC)cc2OC)C1 (stereo unspecified)
  1	-4	31	-4	4	9	23	0.7	0	-9
- CN1C(=O)C(Cc2ccc(OCc3ccccc3)cc2)C(=O)N(C)C1=O
  4	1	5	-85	-10	0	-105	1.8	2	-1
- COc1ccc(OP(=O)(Nc2ccccc2)Nc2ccccc2)cc1
  1	-4	27	-17	-6	-8	-5	-0.3	2	-1
- O=C(C(=C1N(Cc2ccc(Cl)nc2)CCN1Cc1ccc(Cl)nc1)[N+](=O)[O-])C(Cl)Cl
  -3	1	4	-43	4	0	7	-0.5	1	-6
- CC(C)(C)c1cc(OC(=O)Cc2ccccc2)ccc1O
  -3	15	-26	-8	-4	6	-2	1.3	2	2
- CCC(=NCc1cccnc1)c1c(O)n(-c2ccc(Cl)cc2)c(=O)[nH]c1=O
  5	-2	22	-17	0	6	25	-0.7	2	3
- CCCCN1C(=O)NC(=O)/C(=C/c2cnc(SC)nc2)C1=O
  -9	-1	1	-12	6	0	14	-0.1	2	-2
- COC(=O)C1=C(c2cccc(OC)c2OC)C[C@@H]2CC[C@H]1N2C(=O)NC(C)C
  -1	-4	-2	.	.	-18	12	0.0	.	-7
- CCOP(=O)(Cc1cc(C(C)=O)c(C)o1)OCC
  11	13	16	-22	-2	-13	4	0.2	-2	6
- CC(C)(C)NC(=S)/N=C(\N)N[N+](=O)[O-]
  -2	-1	14	-3	-6	1	22	0.6	-3	0
- CCC(=NCCC(c1ccccc1)c1ccccc1)c1c(O)n(C)c(=O)n(C)c1=O
  0	9	22	-14	-6	-2	-2	-0.6	0	-9
- CCNC(=S)N1CCn2cccc2C1c1cccnc1 (stereo unspecified)
  21	-3	25	-34	0	-8	-2	-1.2	2	3
- C=C(C=O)C[C@@H]1C[C@H](O)C2OC3C[C@]4(C)OC5/C=C\CC6OC7C(CC=CCC6OC5CCCC4OC3CC2O1)OC1CC2OC3CC(=O)OC3C[C@@H](C)C[C@@]2(C)OC1C[C@@H]7C (stereo partly specified)
  2	16	7	.	.	.	113*	-0.4	.	-22
- COc1ccc(NC(=O)N2C[C@@H]3C[C@@H](C2)c2cccc(=O)n2C3)cc1
  -2	-3	46	-3	0	-4	29	0.2	0	0
- CC(N=Cc1c(O)[nH]c(=O)[nH]c1=O)c1ccccc1 (stereo unspecified)
  -12	-10	2	-1	4	8	-7	0.1	3	-15
- Cc1cc(OCC(=O)N[C@H](C(=O)O)c2ccccc2)c2c3c(c(=O)oc2c1)CCC3
  2	5	14	-19	-12	4	6	0.0	-1	-1
- O=C(Nc1ccccc1)Oc1ccccc1
  0	4	19	-27	-2	-17	-4	0.6	-3	0
- CNC(=O)O/N=C(\N)Cc1csc2ccc(Cl)cc12
  2	13	.	8	3	28	-7	-0.6	2	12
- Cc1cccc(N2C(=O)NC(=O)/C(=C/c3cc4c(cc3[N+](=O)[O-])OCO4)C2=O)c1
  0	-1	44	-24	-1	5	-3	0.0	1	1
- CC1CN=C(NCc2ccccc2)S1 (stereo unspecified)
  -1	-5	12	-29	-3	0	-5	0.2	2	0
- COc1ccc(NC(c2ccccc2F)P(=O)(Oc2ccccc2)Oc2ccccc2)cc1 (stereo unspecified)
  1	15	14	-10	-2	-7	1	0.0	-5	-5
- Cc1[nH]c2ccccc2c1CCNCc1ccco1
  7	-4	-3	-33	1	-1	-4	-0.4	1	-3
- COC(=O)C1=C(c2cc3ccccc3s2)C[C@@H]2CC[C@H]1N2C(=O)NC1CC1
  1	-6	5	.	.	9	0	-0.6	.	0
- CCCCn1c(O)c(C(C)=NCc2ccc(F)cc2)c(=O)[nH]c1=O
  8	-6	15	-43	-4	-8	21	-1.2	0	10
- CCN1CCN(Cc2cc(OC)c3c(c2)OCO3)CC1
  -3	-13	-5	2	-1	-1	2	-1.8	2	-8
- C/C(=N\NC(=O)c1ccccc1O)c1c(O)n(C2CCCCC2)c(=O)[nH]c1=O
  4	50*	22	-64	-8	-8	-9	0.3	-4	0
- CCOC(=O)c1sc(/N=C/c2c(O)n(-c3cccc(C)c3)c(=O)[nH]c2=O)c(C#N)c1C
  -1	2	11	-27	-2	-2	25	0.2	0	3
- CN(C)CC1CCCCC1OC(=O)c1ccc(Cl)c(Cl)c1 (stereo unspecified)
  -8	-8	19	-8	3	2	-7	-0.1	-2	-4
- COc1cc(/C=N/NC(=O)Cn2c([N+](=O)[O-])cnc2C)ccc1OC(=O)N(C)C
  -2	2	19	-8	-4	-11	-5	.	-1	-8
- C[C@]12CCC3C(CCC4=C/C(=N/OCC(=O)NC(CCC(=O)O)C(=O)O)CC[C@@]43C)C1CCC2O (stereo partly specified)
  -6	1	3	-7	-2	-46	-18	0.0	6	-29
- O=c1c2ccccc2nc(C[n+]2ccccc2)n1-c1cccc(C(F)(F)F)c1
  -5	-9	-5	3	10	-21	8	-0.3	3	-9
- CN1CCN(c2ccc3nccnc3c2)CC1
  19	-3	6	-55	-4	9	-4	1.7	2	4
- CCOc1ccc(N2C(=O)NC(=O)/C(=C/c3cnc(SC)nc3)C2=O)cc1
  -2	8	10	-4	-8	-16	16	-0.1	2	-13
- O=C(Cc1ccccc1)Oc1ccc(N2C(=O)CCC2=O)cc1
  1	2	18	-14	0	-4	4	-0.1	4	-8
- CCN(C(=O)CN1CC=C(c2ccccc2)CC1)c1c(N)n(Cc2ccccc2)c(=O)[nH]c1=O
  4	5	17	-33	4	3	11	-0.1	-5	0
- Cc1ccccc1-n1c(O)c(C=Nc2ccc(N(C)C)cc2)c(=O)[nH]c1=O
  -3	0	-16	13	-3	64*	3	0.3	12	21
- Fc1ccc(Cn2nnnc2C(c2ccc(Cl)cc2)N2CC=C(c3ccc(F)cc3)CC2)cc1 (stereo unspecified)
  -4	-8	-3	-10	6	14	-15	-0.3	4	5
- Cc1ccsc1C(=O)C1CCCN(Cc2cc(C(C)C)n[nH]2)C1 (stereo unspecified)
  0	-7	-12	-25	2	.	10	-0.3	-3	.
- Cc1ccc(CC(=O)N2CCN(Cc3ccccc3)CC2)cc1
  5	-6	17	-14	-15	9	-23	0.4	-2	1
- CCC(COC(=O)NC)NC(=O)Oc1ccccc1 (stereo unspecified)
  3	9	16	4	-5	-28	-8	-0.3	-4	-4
- COc1ccc(C(=O)C2CN(C)CC2C(=O)c2ccc(OC)cc2)cc1 (stereo unspecified)
  7	3	5	-82	-1	-12	-15	1.4	1	4
- Cn1c(NN=O)nc2ccccc21
  2	56*	51	-37	10	-33	?	66*	-2	-36
- COC(=O)C1=C(c2cc3ccccc3s2)C[C@@H]2CC[C@H]1N2C(=O)NCc1ccc(F)cc1
  0	1	-3	.	.	-1	11	-0.3	.	14
- CCCCn1c(=O)c(C(=O)Nc2ccccc2)c(O)c2ccccc21
  11	-6	12	2	6	-7	-30	-1.2	0	0
- Cn1c(O)c(C=NC2CC3CCC2(C)C3(C)C)c(=O)[nH]c1=O (stereo unspecified)
  .	.	11	1	4	.	.	.	-4	.
- O=C1CN=C(c2cccs2)c2c(sc3c2CCCC3)N1
  7	0	18	19	8	8	-15	3.8	0	7
- CN(C)C(=O)Oc1cccc2c(OC(=O)N(C)C)cccc12
  .	-5	4	-20	2	-4	20	0.5	-4	-3
- CCC1=Nc2cc(C(=O)N3CCC4(CC3)OCCO4)ccc2Sc2ccccc21
  -9	9	15	-33	-1	7	-13	0.3	-3	3
- CCC(=O)N1CCN(CCN=Cc2c(O)n(C)c(=O)n(C)c2=O)CC1
  -1	-2	15	-13	-1	8	6	-0.2	1	1
- O=C(N/N=C/c1c(O)n(Cc2ccco2)c(=O)[nH]c1=O)c1ccccc1O
  11	68*	8	-14	-2	-2	-7	-0.2	8	1
- CC(C)CC12CN3CCN(CC(C3)C1O)C2 (stereo unspecified)
  -13	-11	20	-3	6	14	5	-0.2	4	-2
- CCCCNC(=O)c1c(N)n(Cc2ccc3c(c2)OCO3)c2nc3ccccc3nc12
  1	12	4	6	-3	33	19	-0.3	-1	9
- CC(C)N1C(=O)/C(=C/C=C/c2ccco2)C(=O)N(Cc2ccco2)C1=O
  3	8	8	-7	-12	49	-31	3.2	5	40
- Cc1nc2ccccc2c(=O)n1-n1cnnc1
  2	-3	21	20	-2	-4	3	-0.1	3	2
